TSHR antag – blocks TSH signaling through the human TSH receptor | P16473 | TSHR-expressing cells, TSH-stimulated cAMP HTRF, 2 h; stronger effect = lower value | activity change, negative = inhibition, % at 11.5 µM | hit rate 0.2% among 330,000 | AID 504810;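 active = activity change below a set negative limit, meaning inhibition stronger than a set level, cut at about -70% in these data; inconclusive = activity change between two set negative limits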; also: % is scaled to controls: 0 for no effect and ±100 for the full control effect
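Freshly harvested TSHR cells receive pin-tooled compound, then EC80 TSH at 4nM final. After 2 hours at 37 deg C, antibody in lysis buffer and cAMP-d2 are added; 30 minutes at ambient temperature precede the HTRF read.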
S-ASM inh – blocks human secretory acid sphingomyelinase. P17405. hit rate 0.006% among 340,000. Potency, µM (top dose mostly 57.5 µM), inactives show top-dose activity change, negative = inhibition, usual class: inhibitors. AID 504937. placental ASM, HMU-PC fluorogenic substrate, 60 min; also: potency is read from the fitted curve at half-maximal effect
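Fluorogenic HMU-PC substrate (9 uM final) is turned over by placental ASM in 60 min at 37 C after a 10 min compound preincubation. Reaction ended by alkaline stop (pH 10), with fluorescence read at 386/447 nm.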
BCR signal inh – chronic active BCR signaling inhibition. ABC-DLBCL IkBa-CBG/CBR reporter, luminescence ratio, 4 h. Potency, µM (highest dose often 46.1 µM), for the others: at the top dose ratio change, negative = lower green/red ratio, actives largely listed as inhibitors. hit rate 0.05% among 340,000; active = well fitted inhibition curve with a large enough effect in the signal ratio, with a control signal flat, not every such curve was filed as active; inconclusive = small, poorly fitted or top-dose-only effect, or effect the other way, or a change in a side signal; the % refers to the signal ratio;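 also: potency is read from the fitted curve at half-maximal effect; plate controls were basal doxycycline-induced cells for no effect and cells given 10 µM MG132 for full effect; MG132 reads +100%, hits lower the ratio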
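Compounds up to 46 uM were incubated four hours with TMD8 cells whose green CBG68 luciferase is fused to IkappaBalpha; red CBR luminescence normalised the signal, and concentration-effect curves were fitted to fusion, red and ratio data.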
TSG101-PTAP inh – blocks PTAP/TSG101 interaction to inhibit HIV-1 budding | Q99816 | Fluorescence polarization, FITC-PTAP peptide / Tsg101 binding | Potency, µM (highest dose often 115 µM), for inactives: at the top dose activity change, negative = inhibition, most hits filed as inhibitors | 340,000 tested, under 10 active | AID 493005; active = well fitted inhibition curve with a large enough effect in the main read-out, with a control signal flat, not every such curve was filed as active; inconclusive = small, poorly fitted or top-dose-only effect, or effect the other way, or a change in a side signal; inactive = no such curve, though single readings can be large or run the other way; also: potency is read from the fitted curve at half-maximal effect; % of control where 0% means no effect
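Steps: Tsg101 binding domain dispensed (10 uM final), compounds pinned in DMSO, FITC-labeled PTAP-motif peptide added (50 nM final); after 20 min binding at room temperature, polarization measured.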
TCR activator – activates T cell receptor signaling. primary human leukocytes, anti-CD3, IL-2 HTRF, 48 h. Potency, µM (highest dose often 9.22 µM), without a hit: top-dose activation of IL-2 secretion, usual class: activators. AID 504894. 330,000 tested, under 10 active; also: % of control where 0% means no effect
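Primary human leukocytes incubated 48 hr with anti-CD3 beads plus compound, without co-stimulation. Secreted IL-2 measured by HTRF (europium cryptate/d2 anti-IL-2 pair, 320 nm excitation, 665 nm emission).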
Integrin act MD – activators of alpha7 integrin expression for muscular dystrophy | hit rate 0.064% among 350,000 | alpha7betagal myoblasts, beta-gal FDG fluorescence, 48 h | AID 624291 | Potency, µM (doses to about 38.3 µM), for the others: at the top dose activation, most hits filed as activators;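 also: potency is read from the fitted curve at half-maximal effect; 100% = response of the positive control SU9516; nearly all actives have a fitted effect of over 60% in size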
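Alpha7betagal+/- myoblasts (passage 13) were plated 16-24 hr, then exposed to compounds (1:260 dilution of DMSO stock) for 48 hours at 37C. After MPER lysis, β-galactosidase reporter activity was read as FDG fluorescence (ex 480/em 540) after 30 minutes.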
AT treatment – candidate therapy for ataxia-telangiectasia. […] A-T fibroblasts, KAP-1 phosphorylation AlphaLISA; neocarzinostatin DNA damage 30 min before lysis. AID 485349. hit rate 0.19% among 320,000. Potency, µM (doses to about 57.5 µM), without a hit: at the top dose activation, actives largely listed as activators; also: potency is read from the fitted curve at half-maximal effect; % of control where 0% means no effect; nearly all actives have a fitted effect of over 45% in size
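hTERT-immortalized A-T patient fibroblasts ([…]), 500 cells/well in OPTI-MEM, 1% FBS, got compounds for 60 min, then NCS for 30 min at 37C. Lysates were then assayed for phospho-KAP-1 by AlphaLISA (anti-pKAP1 donor, anti-KAP1 acceptor beads), 6 hr at 25C.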
Tb PFK block – T. brucei PFK enzyme inhibition. AID 485367. hit rate 0.17% among 330,000. T. brucei PFK, ADP-Glo luminescence. Potency, µM (series often up to 57.5 µM), inactives show top-dose activity, negative = inhibition, hits mostly inhibitors. O15648;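 also: potency is read from the fitted curve at half-maximal effect; 0% = uninhibited 1x PFK enzyme wells and -100% = no-enzyme wells; nearly all actives have a fitted effect of over 60% in size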
Target sequence (O15648 whole entry, looked up): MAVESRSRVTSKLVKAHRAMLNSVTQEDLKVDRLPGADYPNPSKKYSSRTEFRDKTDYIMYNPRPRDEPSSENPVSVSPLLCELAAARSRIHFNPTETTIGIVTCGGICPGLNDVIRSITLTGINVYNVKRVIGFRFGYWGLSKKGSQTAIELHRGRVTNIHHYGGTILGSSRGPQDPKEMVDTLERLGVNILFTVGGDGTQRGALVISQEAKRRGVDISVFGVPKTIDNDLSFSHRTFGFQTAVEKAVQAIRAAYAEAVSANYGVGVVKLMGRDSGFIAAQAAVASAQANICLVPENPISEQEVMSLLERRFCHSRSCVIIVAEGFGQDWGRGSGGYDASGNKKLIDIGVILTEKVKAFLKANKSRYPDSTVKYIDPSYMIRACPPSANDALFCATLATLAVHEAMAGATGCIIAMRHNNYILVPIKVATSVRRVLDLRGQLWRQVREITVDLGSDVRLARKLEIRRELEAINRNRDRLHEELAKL
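Activity is normalized to no-enzyme wells (full inhibition) and 1.25 nM enzyme wells (no inhibition). Reaction: 0.5 mM F6P, 0.1 mM ATP, 45 min RT, ADP-Glo luminescence; concentration-response curves fitted and classed by quality.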
Mito fusion yeast – mitochondrial division inhibition or fusion activation. hit rate 0.23% among 320,000. S. cerevisiae fusion-defective mutant growth rescue, CellTiterGlo 48 h. Potency, µM (top dose mostly 46.1 µM), for inactives: at the top dose growth rescue (activation), hits mostly activators;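 also: potency is read from the fitted curve at half-maximal effect; % of control where 0% means no effect; nearly all actives have a fitted effect of over 45% in size; temperature-sensitive fusion mutants such as fzo1-1 at 37 °C on non-fermentable ethanol glycerol medium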
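Compounds are tested for their ability to restore growth of mitochondrial fusion-defective yeast strains at non-permissive 37C in YPEG medium over 48 hours. Viability is quantified by luciferase luminescence.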
Eya2 phos inh – blocks the phosphatase activity of human Eya2 | recombinant Eya2, OMFP fluorescence dephosphorylation (OMFP is methylfluorescein phosphate) | Potency, µM (highest dose often 76.9 µM), inactives show at the top dose activity, negative = inhibition, actives largely listed as inhibitors | hit rate 0.006% among 330,000 | AID 488837; also: potency is read from the fitted curve at half-maximal effect; % is scaled to controls: 0 for no effect and ±100 for the full control effect
Target sequence (O00167 whole entry, looked up): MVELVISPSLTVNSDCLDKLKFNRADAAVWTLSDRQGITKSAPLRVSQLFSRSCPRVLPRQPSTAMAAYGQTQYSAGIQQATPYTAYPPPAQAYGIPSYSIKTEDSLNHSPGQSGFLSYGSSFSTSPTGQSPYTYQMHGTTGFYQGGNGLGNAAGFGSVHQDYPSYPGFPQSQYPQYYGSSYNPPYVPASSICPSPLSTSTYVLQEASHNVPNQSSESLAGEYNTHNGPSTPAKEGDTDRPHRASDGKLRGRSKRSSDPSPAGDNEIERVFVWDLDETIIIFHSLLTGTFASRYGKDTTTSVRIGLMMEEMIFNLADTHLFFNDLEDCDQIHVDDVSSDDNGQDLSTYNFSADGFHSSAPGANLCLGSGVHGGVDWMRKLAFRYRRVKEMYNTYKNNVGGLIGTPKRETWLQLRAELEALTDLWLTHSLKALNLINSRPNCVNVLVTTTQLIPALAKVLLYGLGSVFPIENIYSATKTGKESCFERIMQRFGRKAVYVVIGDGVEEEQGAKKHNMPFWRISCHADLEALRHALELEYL
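Eya2 (0.2 uM) preincubated 10 min at ambient with compound, then OMFP substrate added at 50 uM; 10 min reaction in 50 mM HEPES pH 7.5, 50 mM NaCl, 5 uM MgCl2, 0.05% BSA, 1 mM DTT. Fluorescence read at Ex 485/Em 525 nm.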
ELG1 DNA repair – inhibitors of ELG1-dependent DNA repair in HEK293T cells | HEK293T ELG1-luciferase reporter, luminescence, 16 h; DNA damage induced by 5-fluorouridine | Potency, µM (series often up to 46.1 µM), inactives show at the highest dose activity change, negative = inhibition, most hits filed as inhibitors | hit rate 2.3% among 330,000; also: potency is read from the fitted curve at half-maximal effect; % is scaled to controls: 0 for no effect and ±100 for the full control effect; nearly all actives have a fitted effect of over 55% in size
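Cells (2,000 per well) received 5-fluorouridine plus test compound or DMSO and were incubated 16 hr at 37 °C, 5% CO2. Luciferase activity was read by luminescence 30 min after ONE-Glo addition; signal suppression marked inhibition of damage-induced ELG1 function.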
Active calls of the source: *. Unless noted, calls follow the shape of the dose curve; as a rule, active = well fitted curve in the direction sought with a large enough effect; inconclusive = small, poorly fitted or top-dose-only effect, or another doubt; inactive = no such curve, though single readings can be large; an effect the other way counts as inactive or inconclusive.

Results for O=C(CN1C(=O)c2cccc([N+](=O)[O-])c2C1=O)NCc1ccccc1 ?
TSHR antag: 20; S-ASM inh: 1%; BCR signal inh: -1%; TSG101-PTAP inh: -7%; TCR activator: 2%; Integrin act MD: 0%; AT treatment: 3.2µM*; Tb PFK block: 2%; Mito fusion yeast: -3%; Eya2 phos inh: 5%; ELG1 DNA repair: -7%

Results for Cc1ccc(C(=O)C2CCN(C(=O)c3ccc(C)cc3)CC2)cc1 ?
TSHR antag: -10; S-ASM inh: -1%; BCR signal inh: inconclusive; TSG101-PTAP inh: 0%; TCR activator: 2%; Integrin act MD: -9%; AT treatment: -13%; Tb PFK block: -21%; Mito fusion yeast: 14%; Eya2 phos inh: 6%; ELG1 DNA repair: inconclusive

How did Cc1cc2c(=O)n(Cc3ccco3)c(SCC(=O)N3CCCc4ccccc43)nc2s1 do in these assays?
TSHR antag: 5; S-ASM inh: -9%; BCR signal inh: inconclusive; TSG101-PTAP inh: 0%; TCR activator: 11%; Integrin act MD: -24%; AT treatment: 4%; Tb PFK block: -3%; Mito fusion yeast: 20%; Eya2 phos inh: 9%; ELG1 DNA repair: inconclusive

How did COc1ccc(-c2cc(=O)oc3c(O)c(O)ccc23)cc1 do in these assays?
TSHR antag: 7; S-ASM inh: -5%; BCR signal inh: -3%; TSG101-PTAP inh: -3%; TCR activator: -1%; Integrin act MD: inconclusive; AT treatment: 0%; Tb PFK block: 6%; Mito fusion yeast: 2%; Eya2 phos inh: -8%; ELG1 DNA repair: -7%

Results for Cc1cc(C)nc(NC(=O)/C=C/c2cccs2)c1 ?
TSHR antag: -5; S-ASM inh: -3%; BCR signal inh: inconclusive; TSG101-PTAP inh: -7%; TCR activator: 1%; Integrin act MD: 35%; AT treatment: -5%; Tb PFK block: 2%; Mito fusion yeast: 5%; Eya2 phos inh: -6%; ELG1 DNA repair: inconclusive

What do the screens show for `CC1=C(C(N)=O)C(c2ccc(C)o2)C(C(N)=O)=C(C)N1`?
TSHR antag: -3; S-ASM inh: 6%; BCR signal inh: inconclusive; TSG101-PTAP inh: -3%; TCR activator: 12%; Integrin act MD: 11%; AT treatment: 6%; Tb PFK block: 3%; Mito fusion yeast: -11%; Eya2 phos inh: -32%; ELG1 DNA repair: inconclusive

How did Cc1ccccc1CN1CCCC(C(=O)Nc2ccc(-c3ccn[nH]3)cc2)C1 (centres undefined) do in these assays?
TSHR antag: -20; S-ASM inh: 3%; BCR signal inh: -7%; TSG101-PTAP inh: -1%; TCR activator: 5%; Integrin act MD: -10%; AT treatment: 0%; Tb PFK block: -6%; Mito fusion yeast: -4%; Eya2 phos inh: 6%; ELG1 DNA repair: -9%

Results for CSc1ccc(CCCCCCOC(=O)C(C)(C)C)cc1 ?
TSHR antag: 1; S-ASM inh: 1%; BCR signal inh: 3%; TSG101-PTAP inh: -4%; TCR activator: 2%; Integrin act MD: 18%; AT treatment: 7%; Tb PFK block: 6%; Mito fusion yeast: -2%; Eya2 phos inh: 1%; ELG1 DNA repair: inconclusive

How did COc1cc(SC)ccc1C(=O)Nc1ccccc1C#N do in these assays?
TSHR antag: -2; S-ASM inh: -2%; BCR signal inh: inconclusive; TSG101-PTAP inh: -3%; TCR activator: -38%; Integrin act MD: 11%; AT treatment: 3%; Tb PFK block: -3%; Mito fusion yeast: 2%; Eya2 phos inh: -16%; ELG1 DNA repair: inconclusive

Results for N#Cc1ccccc1CSc1nnc(-c2ccncc2)o1 ?
TSHR antag: 5; S-ASM inh: -3%; BCR signal inh: -2%; TSG101-PTAP inh: -7%; TCR activator: 2%; Integrin act MD: inconclusive; AT treatment: 0%; Tb PFK block: 1%; Mito fusion yeast: -2%; Eya2 phos inh: -4%; ELG1 DNA repair: inconclusive

How did CCOC(=O)N1CCN(S(=O)(=O)N2CCCC(C(=O)NCCCN3CC(C)CC(C)C3)C2)CC1 (centres undefined) do in these assays?
TSHR antag: -17; S-ASM inh: -1%; BCR signal inh: 1%; TSG101-PTAP inh: -4%; TCR activator: -4%; Integrin act MD: 24%; AT treatment: 3%; Tb PFK block: 0%; Mito fusion yeast: -1%; Eya2 phos inh: -2%; ELG1 DNA repair: 4%

How did O=C(c1cnn(-c2ccccc2)c1)c1cc(Br)ccc1O do in these assays?
TSHR antag: -20; S-ASM inh: -7%; BCR signal inh: inconclusive; TSG101-PTAP inh: 1%; TCR activator: -4%; Integrin act MD: 16%; AT treatment: 4%; Tb PFK block: -7%; Mito fusion yeast: -1%; Eya2 phos inh: 1%; ELG1 DNA repair: 12%

What do the screens show for `COc1ccc(C(c2nnnn2C(C)C)N2CCN(C(=O)c3ccco3)CC2)cc1` (centres undefined)?
TSHR antag: 28; S-ASM inh: -2%; BCR signal inh: 8%; TSG101-PTAP inh: -5%; TCR activator: -25%; Integrin act MD: inconclusive; AT treatment: 3%; Tb PFK block: -2%; Mito fusion yeast: 8%; Eya2 phos inh: -6%; ELG1 DNA repair: 20%

How did Cc1[nH]nc(N)c1-c1ccc(Cl)cc1 do in these assays?
TSHR antag: -2; S-ASM inh: -2%; BCR signal inh: -1%; TSG101-PTAP inh: -3%; TCR activator: -3%; Integrin act MD: 0%; AT treatment: -2%; Tb PFK block: -5%; Mito fusion yeast: -3%; Eya2 phos inh: 12%; ELG1 DNA repair: -11%

Results for CCN(C(=O)Cn1cnc2cc([N+](=O)[O-])ccc2c1=O)C1CCS(=O)(=O)C1 (centres undefined) ?
TSHR antag: 7; S-ASM inh: 7%; BCR signal inh: 0%; TSG101-PTAP inh: -5%; TCR activator: -1%; Integrin act MD: 12%; AT treatment: 23%; Tb PFK block: 1%; Mito fusion yeast: 0%; Eya2 phos inh: 3%; ELG1 DNA repair: -5%

Results for CC(/C=C/c1ccco1)=N/NC(=O)c1ccc(C)nc1 ?
TSHR antag: -8; S-ASM inh: -3%; BCR signal inh: 5%; TSG101-PTAP inh: -2%; TCR activator: 3%; Integrin act MD: -15%; AT treatment: -7%; Tb PFK block: 0%; Mito fusion yeast: -3%; Eya2 phos inh: -4%; ELG1 DNA repair: 7%

How did O=C(NCC1CCCN1S(=O)(=O)c1cccs1)c1cccc([N+](=O)[O-])c1 (centres undefined) do in these assays?
TSHR antag: -20; S-ASM inh: -1%; BCR signal inh: 6%; TSG101-PTAP inh: 1%; TCR activator: -4%; Integrin act MD: -2%; AT treatment: -3%; Tb PFK block: -2%; Mito fusion yeast: inconclusive; Eya2 phos inh: 8%; ELG1 DNA repair: 17%

What do the screens show for `FC(F)(F)c1nc2ccccc2nc1N/N=C/c1ccc(Cl)cc1`?
TSHR antag: -16; S-ASM inh: -9%; BCR signal inh: inconclusive; TSG101-PTAP inh: -3%; TCR activator: -4%; Integrin act MD: -12%; AT treatment: 3%; Tb PFK block: 0%; Mito fusion yeast: -3%; Eya2 phos inh: 10%; ELG1 DNA repair: -6%

Results for Cc1ccc(CS(=O)(=O)Cc2ccc(C(=O)NCC3CCCO3)o2)cc1 (centres undefined) ?
TSHR antag: 12; S-ASM inh: 2%; BCR signal inh: -4%; TSG101-PTAP inh: -2%; TCR activator: 1%; Integrin act MD: -7%; AT treatment: -2%; Tb PFK block: -1%; Mito fusion yeast: 2%; Eya2 phos inh: -6%; ELG1 DNA repair: -7%

How did CCOC(=O)C1C(=O)NC(c2ccccc2)=NC1c1ccc(Cl)cc1 (centres undefined) do in these assays?
TSHR antag: 0; S-ASM inh: 0%; BCR signal inh: 10%; TSG101-PTAP inh: -6%; TCR activator: -3%; Integrin act MD: -13%; AT treatment: 1%; Tb PFK block: -4%; Mito fusion yeast: -8%; Eya2 phos inh: -10%; ELG1 DNA repair: 4%
